# Assay outcomes (PubChem BioAssay)
# PTHR1 ag – agonists of human PTHR1 parathyroid hormone receptor | Potency, µM (doses to about 115 µM), for inactives: top-dose activation, usual class: activators | Q03431 | 410,000 compounds, 0.075% hits | HEK293 GP2 PTHR1 cells, GloSensor cAMP luminescence, 1 h; also: potency is read from the fitted curve at half-maximal effect; nearly all actives have a fitted effect of over 55% in size; some results filed as inactive show a strong effect at the top dose; inactives centre near -15; many of its hits are not listed in these tables
# Target sequence (Q03431 whole entry, looked up): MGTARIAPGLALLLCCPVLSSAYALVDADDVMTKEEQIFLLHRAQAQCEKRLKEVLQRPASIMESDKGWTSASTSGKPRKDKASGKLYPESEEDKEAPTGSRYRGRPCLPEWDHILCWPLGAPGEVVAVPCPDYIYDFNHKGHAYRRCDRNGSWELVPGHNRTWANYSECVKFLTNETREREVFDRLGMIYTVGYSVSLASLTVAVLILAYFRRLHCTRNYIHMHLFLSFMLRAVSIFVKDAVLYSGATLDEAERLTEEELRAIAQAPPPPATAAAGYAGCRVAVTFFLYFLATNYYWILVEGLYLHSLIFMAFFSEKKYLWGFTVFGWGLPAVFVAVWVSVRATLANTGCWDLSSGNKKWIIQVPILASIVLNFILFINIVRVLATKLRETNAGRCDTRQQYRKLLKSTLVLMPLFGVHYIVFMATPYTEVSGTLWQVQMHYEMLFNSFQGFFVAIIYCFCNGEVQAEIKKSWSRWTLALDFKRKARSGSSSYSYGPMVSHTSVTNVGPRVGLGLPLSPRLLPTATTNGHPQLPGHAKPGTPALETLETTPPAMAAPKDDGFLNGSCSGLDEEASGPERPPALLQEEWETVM
#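 HEK-293-derived GP2 cells expressing PTHR1 and a GloSensor cAMP reporter, 3,000/well, plated overnight, given luciferin plus IBMX (each 0.5 mM as added) for 1 h at 37 °C, then compound for 1 h at 37 °C. Luminescence was read after 15 min at room temperature.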
# pAkt inh – Akt phosphorylation inhibition | Neuro2A IGF-stimulated pAkt S473 HTRF, 20 min; active compounds read low | activity change, % for hits at 50 µM | 360,000 compounds, 0.32% hits | AID 651550; in the data active = activity change below about -80%; inconclusive = mostly about -51% to -80%; also: % is scaled to controls: 0 for no effect and ±100 for the full control effect
#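 Neuro2A cells (4,500/well, DMEM with 0.5% FBS) were treated with compound at a single 50 µM final concentration, stimulated with 6 nM IGF for 20 min at 37 °C, and lysed. Phospho-Akt Ser473 was read by HTRF as 665/615 ratio ×10^4.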
# GLP-1R inv ag – acts as inverse agonist at human GLP-1 receptor | P43220 | HEK293 GLP-1R CRE-luciferase, luminescence, 24 h; GLP-1R form is constitutively active | Potency, µM (titrated, usually from 38.3 µM), inactives show top-dose activity change, negative = inhibition, usual class: inhibitors | 410,000 compounds, 1.6% hits | AID 624417; also: potency is read from the fitted curve at half-maximal effect; % is scaled to controls: 0 for no effect and ±100 for the full control effect; nearly all actives have a fitted effect of over 55% in size
# Target sequence (P43220 whole entry, looked up): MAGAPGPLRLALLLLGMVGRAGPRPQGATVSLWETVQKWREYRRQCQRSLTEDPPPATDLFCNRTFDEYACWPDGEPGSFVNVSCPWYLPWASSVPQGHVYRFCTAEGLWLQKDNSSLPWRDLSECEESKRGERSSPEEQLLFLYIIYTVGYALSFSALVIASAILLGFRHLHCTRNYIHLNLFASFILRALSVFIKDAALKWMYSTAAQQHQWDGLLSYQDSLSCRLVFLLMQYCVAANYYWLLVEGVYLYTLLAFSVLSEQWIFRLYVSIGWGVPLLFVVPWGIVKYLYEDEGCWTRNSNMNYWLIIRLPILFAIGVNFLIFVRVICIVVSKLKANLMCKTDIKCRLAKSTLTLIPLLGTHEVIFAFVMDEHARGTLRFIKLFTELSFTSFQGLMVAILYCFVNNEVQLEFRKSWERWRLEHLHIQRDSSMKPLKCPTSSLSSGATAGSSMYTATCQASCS
#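 Cells are plated, allowed 12 hours at 37 deg C, then treated with compounds for 24 hr before luciferase detection reagent is added and luminescence is read after 12 min at room temperature. The HEK293 line carries constitutively active GLP-1R with a cAMP-responsive reporter.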
# TDP43 rescue – TDP-43 toxicity inhibition in yeast. 410,000 compounds, 1.8% hits. Potency, µM (highest dose often 46.1 µM), inactives show at the top dose growth rescue (activation), hits mostly activators. AID 652104. TDP-43 expressing yeast growth rescue, BacTiter-Glo, 24 h; also: potency is read from the fitted curve at half-maximal effect; % of control where 0% means no effect; nearly all actives have a fitted effect of over 50% in size
#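 Cell-based yeast growth screen: TDP-43 expression induced in galactose, inoculum OD600=0.02 after raffinose pregrowth to mid-log. Read-out BacTiter-Glo luminescence at 24 hr, 30 deg C; inhibition of toxicity seen as signal increase.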
# GLP1R ag – agonists of human GLP-1 receptor | Potency, µM (series often up to 45.6 µM), for the others: at the top dose activation, most hits filed as activators | HEK293 GLP-1R CRE-luciferase, luminescence, 4-6 h; cells express a hypersensitive GLP-1R form | 380,000 compounds, 0.007% hits | P43220; also: potency is read from the fitted curve at half-maximal effect; % of control where 0% means no effect
# aSyn yeast inh – inhibitors of alpha-synuclein toxicity in yeast; Yeast expressing alpha-synuclein, growth rescue, BacTiter-Glo, 24 h; Potency, µM (titrated, usually from 46.1 µM), for the others: at the top dose growth rescue (activation), usual class: activators; 370,000 compounds, 0.14% hits; AID 652106; also: potency is read from the fitted curve at half-maximal effect; % of control where 0% means no effect; nearly all actives have a fitted effect of over 65% in size
#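 Screening used galactose-induced yeast with toxic alpha-synuclein levels, exposed to compound for 24 hr at 30 deg C. Cell growth, read with BacTiter-Glo luminescence, gave the measured signal.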
# FUS suppressor – rescues growth of FUS-expressing yeast; S. cerevisiae FUS-expressing, growth rescue, OD600, 24 h; 390,000 compounds, 0.24% hits; Potency, µM (titrated, usually from 76.6 µM), without a hit: at the top dose growth rescue (activation), usual class: activators;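 also: potency is read from the fitted curve at half-maximal effect; plate controls were DMSO vehicle for no effect and reference control for full effect; nearly all actives have a fitted effect of over 55% in size; some results filed as inactive show a strong effect at the top dose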
#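 Quantitative HTS measuring growth restoration of FUS-toxic yeast. Galactose-induced cells (OD 0.005) were exposed 24hr at 30C to compounds at several concentrations, then absorbance at 600 nm was recorded.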
# D3 antag – blocks the human D3 dopamine receptor | AID 652054 | 360,000 compounds, 2.5% hits | D3R cells, DiscoveRx beta-arrestin luminescence, antagonist mode; active compounds read low | P35462 | max response, negative = inhibition, %; in the data active = max response below about -50%; inconclusive = no clear call, values can overlap the other calls; also: % is scaled to controls: 0 for no effect and ±100 for the full control effect; mostly tested at two doses, the higher about 12 µM
#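 Cells plated overnight at 1500 cells/well, then exposed to library compounds with dopamine controls for 90 minutes at 37 degrees C. DiscoveRx reagent added for 30–60 minutes at room temperature; luminescence read, quantitative HTS format.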
# Abeta yeast res – restores growth of yeast expressing A-beta42 peptide | AID 1347071 | 410,000 compounds, 0.063% hits | Potency, µM (top dose mostly 46.1 µM), for inactives: top-dose growth rescue, actives largely listed as activators | yeast expressing A-beta42, growth rescue, OD600, 48 h; response scale: 0% DMSO, 100% iron-clioquinol control; also: potency is read from the fitted curve at half-maximal effect; nearly all actives have a fitted effect of over 55% in size
#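 Yeast A-beta toxicity model in growth medium with pinned compounds, 48 h at 30 C; growth read as absorbance at 600 nm. Normalized to FeCl3/clioquinol equimolar mix (positive) and DMSO (negative).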
# Active calls of the source: *; i = inactive; ? = inconclusive; · = not tested or not shown; [ ] = remark or other dose. Unless noted, calls follow the shape of the dose curve; as a rule, active = well fitted curve in the direction sought with a large enough effect; inconclusive = small, poorly fitted or top-dose-only effect, or another doubt; inactive = no such curve, though single readings can be large; an effect the other way counts as inactive or inconclusive. A portion of the library; the hit share may differ from the screen's.
# Start of the data: the first three entries (preview)
(1) Clc1ccc(CCNc2nc3cc(Cl)c(Cl)cc3n3cnnc23)cc1
(2) CCc1ccc(CNC(=O)c2nn(-c3ccc(OC)c(Cl)c3)c(=O)c3c2c2ccccc2n3C)cc1
(3) O=S(=O)(c1ccc(-c2nnc(SCc3nnc(-c4ccccc4)o3)o2)cc1)N1CCCC1

assay / compound	1	2	3
PTHR1 ag	-15%	i	i
pAkt inh	·	·	i
GLP-1R inv ag	10%	-9%	4%
TDP43 rescue	29%	6%	18%
GLP1R ag	·	·	1%
aSyn yeast inh	·	·	-5%
FUS suppressor	-17%	-16%	4%
D3 antag	·	·	28
Abeta yeast res	-2%	-9%	14%

# The list itself, repeating the preview:
(1) Clc1ccc(CCNc2nc3cc(Cl)c(Cl)cc3n3cnnc23)cc1
(2) CCc1ccc(CNC(=O)c2nn(-c3ccc(OC)c(Cl)c3)c(=O)c3c2c2ccccc2n3C)cc1
(3) O=S(=O)(c1ccc(-c2nnc(SCc3nnc(-c4ccccc4)o3)o2)cc1)N1CCCC1
(4) CC1CC(C)CN(S(=O)(=O)c2ccc(NC(=O)c3ccc(=O)[nH]c3)cc2)C1 (stereo unspecified)
(5) Cc1nnc(SCc2cc(=O)[nH]c(N3CCN(Cc4ccccc4)CC3)n2)s1
(6) COCCCNC(=O)CN(c1ccc(F)cc1)S(=O)(=O)c1ccc2c(c1)OCCO2
(7) COc1ccc(NC(=O)C2CCCN2S(=O)(=O)c2ccc3c(c2)CCCC(=O)N3)cc1Cl (stereo unspecified)
(8) C[C@H]1CN([C@@H](C)CO)C(=O)c2cccc(NC(=O)c3ccc(-c4nccs4)cc3)c2O[C@@H]1CN(C)C(=O)NC1CCCCC1
(9) O=C(Nc1ccccc1)C1CCN(C(=O)c2ccco2)CC1
(10) CC(NC(=O)c1ccccc1F)c1nnc(SCC(=O)Nc2nccs2)n1C (stereo unspecified)

assay / compound	1	2	3	4	5	6	7	8	9	10
PTHR1 ag	-15%	i	i	0%	i	i	i	-24%	-3%	i
pAkt inh	·	·	i	i	i	i	·	i	i	i
GLP-1R inv ag	10%	-9%	4%	?	15%	-5%	16%	27%	-14%	15%
TDP43 rescue	29%	6%	18%	16%	-1%	-8%	17%	-1%	-4%	-7%
GLP1R ag	·	·	1%	17%	-9%	12%	·	6%	0%	8%
aSyn yeast inh	·	·	-5%	3%	-4%	3%	·	-7%	-1%	2%
FUS suppressor	-17%	-16%	4%	-2%	-3%	10%	12%	?	3%	-13%
D3 antag	·	·	28	-2	-20	-1	·	3	10	-5
Abeta yeast res	-2%	-9%	14%	-2%	-2%	6%	-13%	-4%	-1%	4%

(11) CCCCn1c(N)c(N(CCC(C)C)C(=O)CSc2nncn2-c2ccccc2)c(=O)[nH]c1=O
(12) CC(C)C(NC(=O)c1ccccc1Br)c1ccccc1 (stereo unspecified)
(13) CS(=O)(=O)N1CCN(c2ccc([N+](=O)[O-])c(N3CCOCC3)c2)CC1
(14) Cn1c(=O)c2[nH]c(Cc3cccc(O)c3)nc2n(C)c1=O
(15) COc1c(Cl)cc(Cl)cc1C(=O)Nc1cccc(-c2nc3ccccc3o2)c1C
(16) CCn1nc(NC(=O)CC(C)C)c2cc3cccc(C)c3nc21
(17) COc1ccc(NC(=O)CCN2CCN(S(=O)(=O)c3ccc(F)cc3)CC2)cc1
(18) CC(C)(C)c1cc(C(=O)C[n+]2ccc(C(=O)NCCCO)cc2)cc(C(C)(C)C)c1O
(19) NC(=S)N/N=C/c1ncc(C(F)(F)F)cc1Cl
(20) O=C(Nc1ccc(F)cc1)Nc1cnccn1

assay / compound	11	12	13	14	15	16	17	18	19	20
PTHR1 ag	0%	i	12%	-3%	-1%	-24%	-13%	i	i	-46%[inhibitor]
pAkt inh	i	i	i	i	·	i	i	i	i	i
GLP-1R inv ag	-15%	-16%	0%	21%	7%	-1%	0%	35%	?	5%
TDP43 rescue	9%	1%	-10%	-31%[inhibitor]	16%	-2%	4%	-8%	17%	23%
GLP1R ag	-5%	5%	5%	11%	·	1%	5%	2%	0%	4%
aSyn yeast inh	2%	-3%	1%	-3%	·	-7%	3%	-1%	?	2%
FUS suppressor	22%	-18%	·	34%	-8%	3%	15%	12%	19%	1%
D3 antag	14	-13	20	7	·	0	-5	-4	-24	12
Abeta yeast res	7%	-11%	0%	-9%	-5%	3%	14%	6%	0%	16%

(21) COc1ccc(C2C(=O)N(CCc3ccccc3)CC(=O)N2C2CCCC2)cc1 (stereo unspecified)
(22) CCSc1nc2c(c(=O)n1-c1ccc(F)cc1)SCC2
(23) CC(C)CC(=O)N1CCN(Cc2ccc3c(c2)OCO3)CC1
(24) O=C(Nc1cccc(-c2ccc(N3CCOCC3)nn2)c1)c1cccc(Cl)c1
(25) O=C(CCCN1C(=O)/C(=C/c2ccccc2Cl)SC1=S)Nc1cccnc1
(26) O=C1Nc2ccccc2/C1=N/c1sc2c(c1C(=O)NCCc1ccccc1)CCCC2
(27) Cc1ccc(N(CCC(=O)O)S(=O)(=O)c2ccc(C)cc2)cc1
(28) O=C(COC(=O)C1CCC1)Nc1cc(S(=O)(=O)N2CCCCC2)ccc1Cl
(29) Cc1cc(C)n(-c2nncn2NC(=O)c2ccc(Cl)cc2O)n1
(30) COc1cccc2cc(S(=O)(=O)c3ccccc3)c(=Nc3ccc4c(c3)OCCO4)oc12

assay / compound	21	22	23	24	25	26	27	28	29	30
PTHR1 ag	-4%	i	-5%[57.5 µM]	-4%	-6%	-6%[57.5 µM]	0%	16%	-15%[57.5 µM]	i
pAkt inh	i	i	i	i	i	i	i	i	i	i
GLP-1R inv ag	0%	-11%	0%	14%	?	?	3%	-1%	-8%	0%
TDP43 rescue	-8%	12%	-27%	21%	1%	2%	2%	-6%	19%	19%
GLP1R ag	8%	3%	4%	13%	-4%	7%	-2%	-7%	-1%	-7%
aSyn yeast inh	5%	0%	8%	10%	-2%	3%	8%	-7%	0%	5%
FUS suppressor	22%	4%	5%	-8%	?	42%	-3%	21%	11%	-3%
D3 antag	7	-11	3	30	-9	-90*	-4	-17	-2	7
Abeta yeast res	11%	0%	5%	7%	-7%	4%	9%	2%	12%	-5%

(31) CC1(C)CC(CCNS(=O)(=O)c2ccccc2)(c2ccccc2)CCO1 (stereo unspecified)
(32) COc1ccc(-c2cc(C)no2)cc1S(=O)(=O)N(C)c1cccc(C)c1
(33) COc1ccc(CN2CCCC(C(=O)c3cccc(C(F)(F)F)c3)C2)cc1O (stereo unspecified)
(34) COc1ccccc1CC(=O)Nc1cccc(F)c1
(35) COc1cc(/C=C(\C#N)c2[nH]nc(N)c2C#N)cc(OC)c1O
(36) C[C@H](NC(=O)N1CCn2c1nc1ccccc12)C(=O)NC1CCCCC1
(37) COC(=O)c1ccc(Cn2cnc3c(cnn3-c3ccc(F)cc3)c2=O)o1
(38) COc1ccc(NC(=O)c2cc(-c3ccco3)on2)cc1
(39) CCc1ccc(C(=O)CSc2nc(C)cc(=O)[nH]2)cc1
(40) CSCCC(C(=O)OCC(=O)c1ccc(C)c(C)c1)N1C(=O)c2ccccc2C1=O (stereo unspecified)

assay / compound	31	32	33	34	35	36	37	38	39	40
PTHR1 ag	i	-46%[inhibitor]	i	-10%	i	i	-13%[57.5 µM]	-3%	i	i
pAkt inh	i	i	i	i	i	i	i	i	i	i
GLP-1R inv ag	-12%	?	-19%	-14%[7.66 µM]	42%[activator]	?	13%	-7%	-13%	?
TDP43 rescue	5%	28%	-3%[9.22 µM]	19%[9.22 µM]	-5%	5%	19%	-11%	10%	-6%
GLP1R ag	-1%	4%	15%	5%	12%	3%	23%	9%	20%	6%
aSyn yeast inh	14%	1%	-2%	2%	-5%	0%	6%	-6%	5%	1%
FUS suppressor	6%	36%	9%	4%	-13%	13%	15%	21%	10%	11%
D3 antag	-6	-14	0	9	-25	-4	11	?	-4	0
Abeta yeast res	1%	-37%[inhibitor]	-6%	17%	9%	2%	-17%	-18%	7%	15%

# Quoted from the listing:
# Under D3 antag, cpd 20 has 12
# Under GLP-1R inv ag, cpd 8 has 27%
# Under PTHR1 ag, cpd 16 has -24%

# Following part
(41) Cc1ccc(S(=O)(=O)NCCCNS(=O)(=O)c2ccc(C)cc2)cc1
(42) N#CCCn1cc(/C=N/NC(=O)c2ccncc2)c(-c2ccccc2)n1
(43) Cc1cccc(NC(=O)c2nnn(CC(=O)Nc3ccc(C(C)C)cc3)c2N)c1C
(44) COc1ccc(-c2ccc3c(c2)c(-c2cccs2)c(-c2cc(OC)cc(OC)c2)n3C)cc1
(45) CC1CC(C)CN(S(=O)(=O)N2CCCC(C(=O)NC3CCCCC3)C2)C1 (stereo unspecified)
(46) O=C(Nc1nccs1)c1ccc(Cl)s1
(47) Cc1nc2cc(NC(=O)NCc3ccccc3)ccc2o1
(48) CSc1ccccc1OCc1cc(C(=O)N2CCNC(=O)C2)no1
(49) Cc1ccccc1Nc1c(-c2ccccn2)nc2ccccn12

assay / compound	41	42	43	44	45	46	47	48	49
PTHR1 ag	-6%	-22%[57.5 µM]	-24%	i	i	-76%[inhibitor]	-3%	i	-41%[inhibitor]
pAkt inh	i	i	·	i	i	i	i	i	i
GLP-1R inv ag	-29%	6%	-2%	-8%	12%	13%	2%	-2%	?
TDP43 rescue	14%	-19%	-5%	3%	-6%	?	10%	?	13%
GLP1R ag	-2%	-14%	-1%	-7%	4%	-4%	1%	0%	-1%
aSyn yeast inh	0%	10%	·	-2%	0%	1%	2%	-1%	-5%
FUS suppressor	·	16%	-13%	-3%	27%	-23%	12%	·	-3%
D3 antag	50	2	·	-27	-16	21	1	-4	?
Abeta yeast res	1%	5%	-9%	-10%	-9%	-3%	16%	-17%	13%
